Screening results (PubChem)
CTSL1 counter: cathepsin L1 inhibition, PFM18AAP counter-screen | inhibition, % at 5.96 µM | 300,000 tested, 0.49% active | recombinant F. hepatica cathepsin L1, Z-Leu-Arg-MCA fluorescence;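 active = inhibition above the mean of all tested compounds plus 3 SD, set per screening campaign, cut at about 17% in these data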;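 note: 0% = plate median of test compound wells and 100% = 1 µM Z-Phe-Ala-diazomethylketone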
PP5 inh: blocks human protein phosphatase 5 activity | inhibition, % at 6.7 µM | 320,000 tested, 0.18% active | purified PP5c, OMFP substrate fluorescence | P53041 | AID 1987;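 active = inhibition above the campaign's mean inhibition across all tested compounds plus 3 SD, cut at about 9.5% in these data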;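 note: 0% = DMSO only and 100% = 100 µM cantharidin control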
Target sequence (P53041 whole entry, looked up): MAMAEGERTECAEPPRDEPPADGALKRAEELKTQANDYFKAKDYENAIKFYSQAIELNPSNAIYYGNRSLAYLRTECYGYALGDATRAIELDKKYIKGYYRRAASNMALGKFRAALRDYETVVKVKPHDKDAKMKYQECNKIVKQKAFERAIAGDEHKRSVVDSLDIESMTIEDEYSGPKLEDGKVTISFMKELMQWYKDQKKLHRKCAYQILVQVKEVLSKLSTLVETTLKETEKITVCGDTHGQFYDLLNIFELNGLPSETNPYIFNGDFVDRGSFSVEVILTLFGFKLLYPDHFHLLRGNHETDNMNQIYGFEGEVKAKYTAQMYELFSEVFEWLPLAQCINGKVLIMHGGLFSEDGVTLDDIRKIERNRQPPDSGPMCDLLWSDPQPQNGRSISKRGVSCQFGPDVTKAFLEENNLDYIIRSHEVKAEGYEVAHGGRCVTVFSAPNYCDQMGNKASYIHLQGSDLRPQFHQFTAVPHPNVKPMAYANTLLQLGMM
procasp7 counter: counter-screen for procaspase-3 activators: activators of human procaspase-7. recombinant procaspase-7, Ac-DEVD-pNA absorbance 405 nm; D23A/D198A/D206A triple mutant, cannot self-cleave; scale: DMSO 0, 5 µM enzyme 100. activation, % at 8.5 µM. 330,000 tested, 0.093% active. AID 463210;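 active = percent activation above the screen-wide mean plus 3 SD, cut at about 25% in these data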
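buffer or medium = Zinc-free HEPES/NaCl buffer, pH 7.4 | material = Procaspase-7 triple mutant (PC-7 D3A) | input = 2 µM procaspase-7 mutant as dispensed | signal = Epi-absorbance of released pNA at 405 nm, two timepoints | timing = 1 h preincubation, 2 h reaction | replicates = singlicate compound testing | evaluation = % activation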
PP1 inh: counter-screen for PP5 inhibitors: inhibitors of human PP1-alpha; P62136; 320,000 tested, 0.9% active; inhibition, % at 6.7 µM; purified PP1alpha, OMFP fluorescence;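 active = inhibition above the mean inhibition of all tested compounds plus 3 SD, computed separately for each screening campaign, cut at about 15% in these data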
Target sequence (P62136 whole entry, looked up): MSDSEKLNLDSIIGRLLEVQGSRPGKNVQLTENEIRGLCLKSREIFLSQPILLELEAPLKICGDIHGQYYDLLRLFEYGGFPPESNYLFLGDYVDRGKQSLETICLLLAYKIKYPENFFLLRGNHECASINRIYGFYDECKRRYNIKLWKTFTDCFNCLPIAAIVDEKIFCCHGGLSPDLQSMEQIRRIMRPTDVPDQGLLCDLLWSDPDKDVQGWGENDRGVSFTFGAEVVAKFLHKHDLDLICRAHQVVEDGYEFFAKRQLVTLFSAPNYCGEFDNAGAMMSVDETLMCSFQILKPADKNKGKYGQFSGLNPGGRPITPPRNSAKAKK
AHR act: activators of human aryl hydrocarbon receptor; activation, % at 5 µM; AHR-responsive luciferase reporter cells, luminescence; P35869; AID 2796; 320,000 tested, 2.5% active; in the data active = activation above about 47%;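 note: 0% = vehicle wells and 100% = reference agonist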
proCasp3 act: activators of human procaspase-3; 330,000 tested, 0.11% active; recombinant procaspase-3 D3A, Ac-DEVD-pNA absorbance 405 nm; P42574; activation, % at 8.5 µM;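 active = activation above the mean of all tested compounds plus 3 SD, cut at about 21% in these data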;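 note: 0% = DMSO alone and 100% = DMSO wells spiked with extra 5 µM PC-3 D3A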
Target sequence (P42574 whole entry D9A/D28A/D175A): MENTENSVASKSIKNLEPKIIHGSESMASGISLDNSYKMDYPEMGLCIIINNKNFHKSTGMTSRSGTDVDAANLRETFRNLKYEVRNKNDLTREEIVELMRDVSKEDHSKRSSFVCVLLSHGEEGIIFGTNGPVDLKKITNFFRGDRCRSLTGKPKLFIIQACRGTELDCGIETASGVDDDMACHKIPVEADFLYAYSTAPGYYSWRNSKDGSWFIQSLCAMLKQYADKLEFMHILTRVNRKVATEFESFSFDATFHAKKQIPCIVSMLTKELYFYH
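Compound: 8.5 µM single point, 0.8% DMSO / Material: Autoprocessing-dead procaspase-3 D3A mutant enzyme / Timing: 1 h preincubation plus 2 h reaction at 25 °C / Medium: Zinc-free HEPES/NaCl buffer with 0.01% Triton X-100 at pH 7.4 / Technique: 405 nm absorbance of p-nitroaniline, reads at 0 and 120 min / Repeats: one well per compound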
PAFAH2 inh: inhibitors of human PAFAH2; Q99487; recombinant PAFAH2, FP-rhodamine activity probe, fluorescence polarization; inhibition, % at 3.39 µM; 340,000 tested, 0.99% active; AID 492956;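 active = inhibition above the mean over all tested compounds plus 3 SD, cut at about 30% in these data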;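 note: inhibitors block probe labeling of enzyme so polarization drops; 0% = enzyme with DMSO and 100% = wells lacking PAFAH2 protein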
TPT1 inh: C. albicans TPT1 enzyme inhibition; recombinant caTPT1, FP RNA substrate dephosphorylation; inhibition, % at 5 µM; 300,000 tested, 0.81% active; AID 1962;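 active = inhibition above the mean of all tested compounds plus 3 SD, set per screening campaign, cut at about 24% in these data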;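 note: plate controls were DMSO alone for no effect and ferristatin control at 100 nM for full effect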
HCV core dimer: blocks dimerization of HCV core protein | TR-FRET GST/Flag-core106 dimerization, 1536-well | inhibition, % at 5 µM | 300,000 tested, 0.33% active | AID 1899;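 active = inhibition above the mean of all tested compounds plus 3 SD, set per screening campaign, cut at about 45% in these data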
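Material: GST/Flag-tagged HCV core106 proteins. Incubation: 4 h, 22.5 °C incubation. Read-out basis: inhibition (%) from 671 over 617 nm ratio. Measured by: TR-FRET, excitation 340 nm, emission 617 and 671 nm.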
Starred values were filed as active, the others as inactive; . = not tested or not shown.

entry | SMILES | CTSL1 counter | PP5 inh | procasp7 counter | PP1 inh | AHR act
1 | COc1cc(NS(=O)(=O)c2ccc(NC(=O)COc3ccccc3C)cc2)nc(OC)n1 | 2 | 2.1 | 3 | -3 | -1
2 | Cc1cc(NS(=O)(=O)c2ccc(CC(C)C)cc2)no1 | -6 | 6.2 | -10 | -3 | 2
3 | O=C(c1ccc(CSc2ccccc2)cc1)N1CCN(c2ccccc2)CC1 | 6 | 3.7 | -14 | 6 | 3
4 | CCN(C(=O)C(C)OC(=O)C1C(C(=O)OC)=C(C)NC(C)=C1C(=O)OC)c1ccccc1 (stereo not given) | 6 | -0.6 | 2 | -2 | 2
5 | O=C(CCN1C(=O)C2C3C=CC(C4CC34)C2C1=O)Oc1ccc(Br)cc1 (stereo not given) | 0 | 3.0 | 0 | -3 | -2
6 | Cc1ccc(Nc2nnc(SCC(=O)NCC3CCCO3)s2)cc1C (stereo not given) | . | . | 4 | . | 8
7 | CC1(C)Cc2nc(-c3ccccc3)nc(SCC(=O)N3CCCC3)c2CO1 | 0 | -0.1 | 5 | -2 | 1
8 | CCOC(=O)c1c(NC(=O)CSc2nnc(Cc3ccccc3)o2)sc(C(C)=O)c1C | 0 | -1.3 | -8 | -1 | -3
9 | Nc1nccc(-c2nn(-c3ccc(Cl)cc3)ccc2=O)n1 | -2 | 3.3 | -10 | -5 | 37
10 | COc1ccc(CN(C)C(=O)c2cccc(C(=O)N(C)Cc3ccc(OC)cc3)c2)cc1 | -4 | 0.8 | 6 | -2 | 1
11 | COc1cc([N+](=O)[O-])cc(/C=N/NC(=O)c2cccnc2)c1O | 2 | 2.9 | -19 | 1 | 7
12 | Cc1cccc(NC(=O)c2nc[nH]c2C(=O)NCCCCCCNC(=O)c2[nH]cnc2C(=O)Nc2cccc(C)c2)c1 | . | -1.9 | 3 | -5 | -2

entry | proCasp3 act | PAFAH2 inh | TPT1 inh | HCV core dimer
1 | 2 | -6 | 0 | 10
2 | -1 | 2 | 0 | 1
3 | -4 | 4 | -1 | 3
4 | 10 | 3 | -5 | -4
5 | 10 | -1 | -5 | -10
6 | 11 | 13 | . | .
7 | 0 | -1 | -2 | 3
8 | 2 | -3 | 2 | 10
9 | -6 | 0 | -1 | -2
10 | 1 | 0 | 1 | 12
11 | -15 | 9 | 4 | -2
12 | 2 | 4 | . | .

Following part
entry | SMILES | CTSL1 counter | PP5 inh | procasp7 counter | PP1 inh | AHR act
13 | C[C@H](CO)N1C[C@H](C)[C@@H](CN(C)CC2CCCCC2)Oc2ccc(NC(=O)CCN3CCOCC3)cc2C1=O | . | . | -6 | . | -1
14 | CCCCn1c(N)c(N(CC(C)C)C(=O)c2oc3ccc(OC)cc3c2C)c(=O)[nH]c1=O | 0 | -0.1 | 6 | -5 | 3
15 | Oc1ccc(-c2[nH]ncc2-c2ccc(Cl)cc2)c(O)c1 | -3 | 5.3 | -1 | 4 | 25
16 | O=C1OCCC/C1=C\c1ccc2c(c1)OCO2 | -1 | 0.5 | -4 | -2 | 8
17 | COc1ccc(NC(=O)c2c(F)c(F)c(F)c(F)c2F)cc1Cl | 0 | 1.0 | -5 | 2 | 7
18 | COc1ccccc1NC(=O)C1CCCN(S(=O)(=O)c2ccc3c(c2)CC(C)N3C(C)=O)C1 (stereo not given) | -1 | 0.2 | -4 | 1 | 1
19 | Cn1nnc2cc(C(=O)Nc3ccc4ccccc4c3)ccc21 | -3 | 1.1 | 3 | -2 | -12
20 | COc1ccc(OC)c(C2=C/C(=C/c3ccccn3)C(=O)O2)c1 | -3 | 0.0 | 2 | 1 | 8
21 | O=C(/C=C\c1ccccc1)Oc1cccc2cccnc12 | -18 | 1.4 | -4 | -1 | 4
22 | Cc1ccccc1C(=O)N/N=C1\SCC(=O)N1Cc1ccco1 | 3 | 0.0 | 3 | -3 | 2
23 | COc1ccc(N/C=C(\C#N)c2ccc(OCCCF)cc2)cc1 | 1 | 3.8 | 0 | -1 | 8
24 | Cc1nn(CC(=O)NCCC2=CCCCC2)c(C)c1S(=O)(=O)N(C)C | . | . | 5 | . | 1

entry | proCasp3 act | PAFAH2 inh | TPT1 inh | HCV core dimer
13 | 2 | 13 | . | .
14 | 1 | 12 | 2 | 0
15 | 6 | -6 | 0 | -4
16 | -6 | -7 | -1 | -7
17 | 4 | 10 | -2 | 0
18 | 9 | 7 | -1 | -8
19 | -2 | 3 | 2 | -6
20 | 0 | 4 | 80* | 4
21 | 4 | 4 | 13 | 2
22 | 5 | 5 | -2 | -1
23 | 3 | 8 | -1 | -4
24 | 12 | 3 | . | .

The list goes on:
entry | SMILES | CTSL1 counter | PP5 inh | procasp7 counter | PP1 inh | AHR act
25 | Cc1cccc(NC(=O)c2ccc(N(C)C3CCCCC3)c([N+](=O)[O-])c2)n1 | 2 | 5.0 | -7 | 3 | 5
26 | COc1cc(-n2c(C)nc3cc(C(=O)N4CCOCC4)ccc32)cc(OC)c1OC | 0 | 3.7 | -7 | -4 | 1
27 | COc1ccc(C(C(=O)NC2CCCC2)N(C(=O)Cc2cccs2)C2CC2)cc1OC (stereo not given) | -1 | 0.0 | 2 | -2 | 2
28 | COCCCNC(=O)C(C#N)c1nc2ccccc2nc1N1CCCC1 (stereo not given) | 4 | -1.9 | 9 | 0 | 3
29 | O=C(c1cccc(S(=O)(=O)Nc2ccccc2F)c1)N1CCN(c2ccccc2F)CC1 | 2 | -0.6 | 0 | 9 | 5
30 | CCNC(=O)CSc1ncnc2sccc12 | 2 | 2.8 | 2 | 3 | 2
31 | Cc1nc2sc(C(c3ccco3)N3CCC(C)CC3)c(O)n2n1 (stereo not given) | -1 | -1.5 | -1 | 1 | 0
32 | CCc1ccc(OCC(=O)NCc2ccco2)c(Br)c1 | 3 | -0.5 | 7 | -2 | 16
33 | O=C(Nc1ccccc1C(=O)O)c1ccc(NC(=O)C2CC2)cc1 | -2 | 3.1 | 2 | -3 | -1
34 | C#CC[N+](C)(C)CC#Cc1ccccc1 | 0 | 2.9 | -4 | -2 | 2
35 | Cc1cccc(N(Cc2ccccc2)C(=O)c2ccc(S(C)(=O)=O)cc2)c1 | 6 | -1.1 | -8 | -2 | 0
36 | CCOC(=O)C1=C(CSc2nc3c(cc2C#N)CN(C)CC3)OC(N)=C(C#N)C1c1ccc(F)cc1 (stereo not given) | -1 | 4.7 | -23 | 16* | 14

entry | proCasp3 act | PAFAH2 inh | TPT1 inh | HCV core dimer
25 | -8 | -6 | -2 | 4
26 | 10 | 4 | 7 | 0
27 | -2 | 8 | -2 | 1
28 | -2 | -1 | -53 | -2
29 | 9 | -3 | -2 | 5
30 | 2 | 11 | 9 | 58*
31 | 1 | 4 | 1 | -111
32 | 7 | -3 | 1 | -15
33 | 2 | -6 | 1 | -8
34 | 11 | 6 | 1 | 3
35 | 3 | 6 | -4 | -16
36 | -7 | 7 | 9 | 44

New compounds follow
entry | SMILES | CTSL1 counter | PP5 inh | procasp7 counter | PP1 inh | AHR act
37 | Cc1cccc(C)c1N1C(=O)c2cccc([N+](=O)[O-])c2C1=O | 1 | -2.8 | -8 | -3 | -1
38 | COC(=O)CSc1ccc2nnc(CCNS(=O)(=O)c3ccccc3)n2n1 | -3 | -1.5 | 0 | -4 | 1
39 | Cn1nnc(NC(=S)NC(=O)c2ccc(-c3ccc(Br)cc3)o2)n1 | 2 | 0.4 | -50 | 6 | 18
40 | Cc1ccccc1-c1nc2ccccc2c(=O)n1/N=C/c1ccccc1[N+](=O)[O-] | 0 | 6.5 | -3 | 1 | 19
41 | COc1ccc(Cl)cc1S(=O)(=O)N1CCN(C(=O)c2n[nH]c(=O)c3ccccc23)CC1 | . | . | 2 | . | -1
42 | O=C(/C=C/c1ccco1)Nc1scc(-c2ccccc2)c1C(=O)O | 0 | 7.8 | -4 | -4 | 3
43 | CCC(C(=O)OCC(=O)Nc1c(C)nn(-c2ccccc2)c1C)c1ccccc1 (stereo not given) | -7 | 0.2 | -6 | -4 | 0
44 | COc1cccc(Cn2cc(/C=N/NC(=O)c3cc(O)cc(O)c3)c3ccccc32)c1 | -1 | 6.7 | -2 | 3 | -3
45 | O=C(Nc1nnc(C2CC2)o1)c1ccc(S(=O)(=O)N2CCCCC2)cc1 | 1 | 1.2 | 1 | 20* | 6
46 | COc1cccc(CNC(=O)CCC2CCCN(C(=O)c3cccc(Cl)c3)C2)c1 (stereo not given) | -4 | -1.0 | -4 | -2 | 0
47 | CCOC(=O)c1sc(=S)n(C)c1C | -3 | 2.7 | -3 | -4 | 12
48 | COc1ccc(N2C(=O)N3[C@H](c4cccc(C)c4)[C@@H]4C(=O)N(Cc5ccccc5)C(=O)[C@@H]4[C@]3(Cc3ccccc3)C2=O)cc1 | 4 | 3.2 | 2 | 11 | 3

entry | proCasp3 act | PAFAH2 inh | TPT1 inh | HCV core dimer
37 | 12 | 2 | -4 | 9
38 | 4 | -2 | 1 | -2
39 | 1 | 4 | 1 | 14
40 | -18 | 6 | 6 | 9
41 | 4 | 4 | . | .
42 | -8 | 10 | 0 | -2
43 | 1 | 1 | 3 | 3
44 | -4 | -33 | 1 | 11
45 | 5 | 4 | -1 | 10
46 | 6 | 0 | 0 | 0
47 | 6 | 0 | -1 | -2
48 | 10 | . | 3 | 43

Next part:
entry | SMILES | CTSL1 counter | PP5 inh | procasp7 counter | PP1 inh | AHR act
49 | Cc1ccsc1C(=O)OCC(=O)NCc1ccc(Cl)cc1 | . | 2.3 | -7 | 0 | 0
50 | CCN(CC)S(=O)(=O)c1ccc(NS(=O)(=O)c2ccc(C)c(C)c2)cc1 | -1 | 1.2 | 12 | 3 | -1
51 | CCN(CCCNC(=O)CCc1nc(-c2ccc(OC)cc2)no1)c1cccc(C)c1 | 2 | 2.9 | 4 | 1 | 0
52 | O=C(CNC(=O)c1ccco1)NCC(=O)OCc1ccc(Cl)cc1 | -2 | 1.0 | 2 | -3 | 4
53 | CS(=O)(=O)N1CCN(c2ccc([N+](=O)[O-])c(NCc3ccccc3)c2)CC1 | 4 | 4.8 | -6 | 3 | 10
54 | CC(=O)c1cccc(S(=O)(=O)NC2CCCCCC2)c1 | -4 | 1.8 | 3 | 2 | -1
55 | O=C(Nc1ccccc1)Nc1ccc2ncoc2c1 | 0 | 0.2 | 2 | 0 | 8
56 | O=C1NC[C@H](Cc2ccccc2)N(CCc2cccc(F)c2)C1=O | -1 | 1.6 | 0 | 1 | 2
57 | Cc1cccc(N(C(=O)c2csnn2)C(C(=O)NCc2ccccc2)c2ccc(C)o2)c1 (stereo not given) | 3 | 1.7 | -11 | 3 | 1
58 | COc1ccc(C(=O)NC(=S)Nc2cccc(S(=O)(=O)N3CCOCC3)c2)cc1 | -2 | 1.6 | -3 | -6 | -3
59 | CCN(CC)S(=O)(=O)c1cccc(C(=O)NCCc2ccccc2)c1 | 7 | -2.7 | -1 | 7 | 8

entry | proCasp3 act | PAFAH2 inh | TPT1 inh | HCV core dimer
49 | 8 | 39* | . | .
50 | -6 | 8 | 1 | 1
51 | -4 | 2 | -3 | -10
52 | 11 | -1 | -1 | -3
53 | -8 | 0 | -3 | 3
54 | 6 | 10 | 0 | 1
55 | 3 | 7 | 1 | 5
56 | 3 | -7 | 0 | -2
57 | -7 | -4 | -4 | 4
58 | -5 | -2 | -4 | 14
59 | 1 | -3 | -3 | -3
